D2 agonist: HTS Assay for Allosteric Agonists of the Human D2 Dopamine Receptor: Primary Screen for Agonists. D(2) dopamine receptor (Homo sapiens), P14416. activation, % at 2 µM. 340,000 tested, 0.53% active. HEK293 T-REx D2 cells, calcium flux agonist mode;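 active means activation over 3 SD above normal in the single-dose calcium agonist read, cut at about 30% in these data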; further: 0% is about no effect
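HEK293 Trex D2 cells, tetracycline-induced, o/n 30 C 5% CO2; no-wash Ca dye, RT 30–90 min; 10-cycle baseline, 23 nl cpd added, kinetic Ca read 180 s; agonist hits = positive Ca response.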
TRHR agonist: qHTS for Small Molecule Agonists and Allosteric Enhancers of Human TRH Receptor: Primary Screen for Agonists; TRHR cells, calcium flux fluo-8, FDSS agonist mode; activation, % at 2 µM; Thyrotropin-releasing hormone receptor (Homo sapiens), P34981; AID 493084, 2011; 360,000 tested, 0.18% active; in the data active means activation above about 30%; further: 0% is about no effect
Target sequence (P34981 whole entry, looked up): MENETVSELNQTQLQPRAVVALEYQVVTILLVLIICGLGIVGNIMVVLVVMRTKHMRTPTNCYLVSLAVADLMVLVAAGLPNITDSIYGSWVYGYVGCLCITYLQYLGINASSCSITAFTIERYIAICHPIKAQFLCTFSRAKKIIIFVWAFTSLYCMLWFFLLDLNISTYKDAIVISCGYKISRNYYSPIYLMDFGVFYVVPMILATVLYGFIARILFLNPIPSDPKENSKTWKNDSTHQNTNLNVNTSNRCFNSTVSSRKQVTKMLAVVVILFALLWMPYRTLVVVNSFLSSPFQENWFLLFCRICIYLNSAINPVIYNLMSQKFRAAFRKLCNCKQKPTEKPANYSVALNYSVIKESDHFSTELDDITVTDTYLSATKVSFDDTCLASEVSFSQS
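TRHR-expressing cells loaded with fluo-8 calcium dye; 23 nL library compound pin-transferred, kinetic FDSS fluorescence (Ex 480/Em 530) recorded about 180 s for agonist-induced calcium release, before a 10 nM TRH EC20 addition for potentiator mode.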
mIDH1 inhibitor: qHTS for Inhibitors of mutant isocitrate dehydrogenase 1 (IDH1): qHTS. Isocitrate dehydrogenase [NADP] cytoplasmic (Homo sapiens), O75874. IDH1-R132H enzyme, NADPH consumption, diaphorase/resazurin fluorescence. 390,000 tested, 0.093% active. Potency, µM (top dose mostly 76.6 µM), for the others: at the top dose activity change, negative = inhibition, hits mostly inhibitors; further: potency means the concentration at half of the fitted maximal effect; on the % scale 0 is the no-effect control and ±100 the full control effect; nearly all actives have a fitted effect of over 65% in size
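IDH1-R132H (0.5 ug/mL) preincubated 30 min with compound, then NADPH (0.016 mM) and alpha-KG (2 mM) added; 80 min at RT, pH 7.5. Remaining NADPH coupled via diaphorase/resazurin to fluorescence (540/590 nm); concentration-response curves normalized to no-enzyme control.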
rTrxR1 inhibitor: qHTS Assay for Inhibitors of Mammalian Selenoprotein Thioredoxin Reductase 1 (TrxR1): qHTS | Thioredoxin reductase 1, cytoplasmic (Rattus norvegicus), O89049 | recombinant rTrxR1, NADPH fluorescence consumption, selenite substrate | Potency, µM (doses to about 114 µM), for inactives: at the top dose activity change, negative = inhibition, hits mostly inhibitors | 390,000 tested, 1% active | AID 588453, 2011; further: potency means the concentration at half of the fitted maximal effect; on the % scale 0 is the no-effect control and ±100 the full control effect; nearly all actives have a fitted effect of over 65% in size
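Rat TrxR1 (90 nM in the dispensed reagent) was pre-reduced with 400 uM NADPH for 5 min at room temperature, then incubated with compound for 15 min. After 400 uM selenite was added, NADPH fluorescence (Ex 340/Em 450 nm) was followed for 8 min.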
USP1 inh: Inhibitors of USP1/UAF1: Primary Screen; Potency, µM (doses to about 57.1 µM), without a hit: top-dose activity change, negative = inhibition, usual class: inhibitors; Ubiquitin carboxyl-terminal hydrolase 1 (Homo sapiens), O94782; AID 743255, 2014; recombinant USP1/UAF1, Ub-Rhodamine cleavage fluorescence; 390,000 tested, 0.23% active; further: potency means the concentration at half of the fitted maximal effect; on the % scale 0 is the no-effect control and ±100 the full control effect; nearly all actives have a fitted effect of over 60% in size; inactives centre near -12
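1 nM enzyme complex + cpd, 15 min RT; start with Ub-Rho 150nM final; kinetic fluorescence ex 480/em 540, 6 reads q60 s. Buffer 50mM HEPES pH 7.8, 0.5mM EDTA, 0.1 mg/ml BSA, 1mM TCEP, 0.01% Tween-20.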
D2 antagonist: HTS Assay for Allosteric Antagonists of the Human D2 Dopamine Receptor: Primary Screen for Antagonists | D(2) dopamine receptor (Homo sapiens), P14416 | HEK293 TREx D2 cells, calcium flux, dopamine EC80 | inhibition, % at 10 µM | 340,000 tested, 2% active; in the data active means inhibition above about 30%; further: 0% is about no effect
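Tetracycline-induced HEK293 T-REx cells expressing D2 force-coupled to calcium signalling were dye-loaded, exposed to compound for 180 s, then challenged with an EC80 of dopamine; calcium flux was followed kinetically for a further 180 s.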
PI4K2A inh: qHTS for small molecular inhibitors of PI4K2A; Phosphatidylinositol 4-kinase type 2-alpha (Homo sapiens), Q9BTU6; purified PI4K2A, ADP-Glo luminescence, 1 h; active compounds read low; activity change, negative = inhibition, % at 76.9 µM; 420,000 tested, 0.13% active; in the data active means activity change below about -50%;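 further: -100% = wells without enzyme as full effect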
Target sequence (Q9BTU6 whole entry, looked up): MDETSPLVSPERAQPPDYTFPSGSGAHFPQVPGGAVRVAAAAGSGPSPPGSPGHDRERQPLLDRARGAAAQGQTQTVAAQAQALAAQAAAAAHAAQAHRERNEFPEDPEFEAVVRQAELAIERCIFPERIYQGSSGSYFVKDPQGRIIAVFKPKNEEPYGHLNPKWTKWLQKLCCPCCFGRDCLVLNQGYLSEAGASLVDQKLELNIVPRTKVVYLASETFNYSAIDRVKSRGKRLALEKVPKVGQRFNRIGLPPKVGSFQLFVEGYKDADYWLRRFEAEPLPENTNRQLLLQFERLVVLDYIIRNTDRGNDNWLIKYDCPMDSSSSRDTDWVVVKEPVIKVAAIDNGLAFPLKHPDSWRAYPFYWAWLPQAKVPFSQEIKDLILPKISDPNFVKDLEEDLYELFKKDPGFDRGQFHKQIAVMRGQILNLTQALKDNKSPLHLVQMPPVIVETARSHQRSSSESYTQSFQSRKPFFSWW
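ADP-Glo luminescence measured ADP generated by PI4K2A enzyme (4 ug/mL before mixing) with 1.2 mM PI substrate (pre-mix) and 300 microM ATP (pre-mix). Tris pH7.5 buffer with MgCl2, Triton X-100; 1 h reaction at ambient temperature.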
TRHR PAM: qHTS for Small Molecule Agonists and Allosteric Enhancers of Human TRH Receptor: Primary Screen for Enhancers. Thyrotropin-releasing hormone receptor (Homo sapiens), P34981. TRHR cells, fluo-8 calcium fluorescence, EC20 TRH enhancement. enhancement, % at 2 µM. 360,000 tested, 0.66% active; in the data active means enhancement above about 30%; further: 0% is about no effect
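TRHR-expressing cells loaded with fluo-8 calcium dye were read kinetically (ex 480/em 530) during compound addition, then stimulated with an EC20 of TRH (10 nM final). Enhancement of the Gq-mediated intracellular calcium response was scored.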
TrxR1 substrate: qHTS Assay for Substrates of Mammalian Selenoprotein Thioredoxin Reductase 1 (TrxR1): qHTS. purified TrxR1 substrate turnover, NADPH consumption readout. Potency, µM (top dose mostly 114 µM), without a hit: at the highest dose activity change, negative = substrate turnover. 390,000 tested, 0.01% active. AID 588456, 2011; further: potency means the concentration at half of the fitted maximal effect; on the % scale 0 is the no-effect control and ±100 the full control effect; nearly all actives have a fitted effect of over 50% in size
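Rat TrxR1, dispensed at 90 nM, was prereduced with 400 uM NADPH (final) for 5 min at ~22 deg C, then incubated with compound 15 min before 400 uM selenite. A first-read NADPH fluorescence drop versus no-compound background flagged substrates.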
An asterisk follows results filed as active; x = no result given; & = joins results of further samples; [ ] = dose if it differs, or a comment. Unless noted, the call rests on the fitted dose curve; in most records, active means well fitted inhibition curve with a large enough effect; inconclusive means small, poorly fitted or top-dose-only effect; inactive means no such curve, though single readings can be large or run the other way.

SMILES | D2 agonist | TRHR agonist | mIDH1 inhibitor | rTrxR1 inhibitor | USP1 inh | D2 antagonist | PI4K2A inh | TRHR PAM | TrxR1 substrate
COCCN(C(=O)CCN1C(=O)C2CC=CCC2C1=O)c1c(N)n(CC(C)C)c(=O)[nH]c1=O (stereo unspecified) | -0.9 | -0.3 | 0.0% | 8.4% | -17.5% | 3.5 | 7.7 | -3.2 | -1.9%
Cc1ccc([N+](=O)[O-])cc1NC1OC(CO)C(O)C1O (stereo unspecified) | 1.0 | 0.1 | -6.0% | 13.6% | -8.8% | -7.3 | 4.8 | 7.4 | -13.0%
CN1CCN(S(=O)(=O)c2ccc3c4c(cccc24)C(=O)N3)CC1 | 0.5 | 0.8 | -7.7% | 14.1% | -17.9% | -3.2 | -4.3 | 5.6 | 57.3%[activator]
NC(=O)CC[C@@H]1NC(=O)C(Cc2ccc(O)cc2)NC(=O)c2cc([N+](=O)[O-])cc(F)c2NCCC[C@@H](C(N)=O)NC1=O (stereo partly specified) | -0.2 | -0.5 | x | x | x | 0.1 | x | 0.9 | x
COc1ccc(-c2csc3ncnc(NCCO)c23)cc1 | 1.9 | 0.0 | -0.8% | 25.2% | -17.1% | -4.5 | -7.3 | 1.2 | 9.8%
O=C(CCCOc1ccc(Cl)cc1)Nc1cccc(C(=O)O)c1 | -0.9 | 1.4 | 5.7% | 8.2% | -5.7% | -9.1 | -3.7 | 2.3 | -3.0%
COc1ccc(C(=O)Cn2nc(CNc3ccc(Br)cc3)[n+]3c2CCCCC3)cc1 | 0.8 | -0.1 | -1.1% | 28.8%[57.1 µM] | -7.1% | -16.6 | -4.3 | -2.3 | 10.2%[57.1 µM]
Cc1ccccc1OCC(=O)NCC(=O)OCC(=O)c1ccc([N+](=O)[O-])cc1 | -0.3 | -0.7 | 1.5% | 5.2%&6.3% | -6.9% | -9.5 | -1.2 | -2.6 | -2.4%&9.9%
CCC1CN(C(=O)NCc2ccc(C)cc2)c2ccccc2O1 (stereo unspecified) | -0.1&-1.1 | -0.7&0.6 | 4.4%&-5.9% | 14.9%&-5.0% | -4.5%&-23.9% | 14.6 | -2.3&2.9 | -1.7&0.5 | -0.3%&-11.7%
CCN1CCN(c2c(S(=O)(=O)c3ccc(OC)cc3)cnc3cc(OC)c(OC)cc23)CC1 | x | 0.1 | -13.4% | 4.0% | -13.5% | x | 0.5 | 7.7 | -0.3%
COc1ccc(Br)c(C(=O)OCC(=O)NC2CC2)c1 | -0.2 | 2.1 | 2.9% | 19.6% | -14.4% | -3.4 | 0.8 | 0.2 | 0.3%
O=C(O)c1ccccc1-c1ccccc1C(=O)NCCc1ccccc1 | -0.2 | -0.2 | 2.4% | 11.3% | -13.7% | -5.5 | -0.7 | 0.5 | 2.3%
COc1ccc(/C=C/C(=O)Nc2c(C(=O)O)[nH]c3ccccc23)cc1OC | -0.4 | -0.2 | 0.7% | 5.3% | -19.3% | 6.3 | -4.2 | -2.3 | -9.6%
Cc1cc(C)n2nc(-c3cnn(C)c3C(F)(F)F)cc2n1 | -0.1 | -1.1 | 2.4% | -7.7% | -3.8% | -12.8 | -1.0 | 7.0 | 10.5%
CC(C)=CCN1CCN(Cc2cc(CC(C)C)n[nH]2)CC1CCO (stereo unspecified) | -1.9 | -0.9 | 4.8% | 19.4% | -1.6% | 2.3 | 2.7 | 1.0 | 2.5%
N#CCC(=O)N/N=C/c1cc(Br)ccc1OCc1cccc2ccccc12 | 0.9 | 1.0 | -8.9% | 9.6% | -16.4% | 3.0 | -0.1 | -5.0 | 0.8%
O=C(CSc1ncc(S(=O)(=O)c2ccc(Cl)cc2)c(=O)[nH]1)Nc1ccc2c(c1)OCCO2 | -0.3 | 0.7 | -22.7% | 14.8% | -17.4% | x | -0.9 | 0.6 | -2.6%
O=C(CN1CCCCCC1)NN(Cc1ccccc1)c1ccccc1 | 0.7 | -0.2 | 6.0% | 11.3%[57.1 µM] | 2.4% | -18.8 | 0.1 | -3.3 | -16.3%[57.1 µM]
C[C@H](CO)N1C[C@H](C)[C@@H](CN(C)Cc2ccc(C(=O)O)cc2)Oc2c(NC(=O)Cc3ccccc3)cccc2C1=O | x | x | -11.1% | 17.1% | -17.2% | x | 3.4 | x | 10.8%[57.1 µM]
COCCSc1ccccc1C(=O)Nc1cc([N+](=O)[O-])ccc1OC | -1.7 | -1.0 | 8.4% | 20.0% | -13.0% | -8.9 | -0.2 | -2.1 | 4.3%[0.0914 µM]
O=C(NCc1cccs1)c1ccc([N+](=O)[O-])cc1 | -1.6 | -1.0 | 9.9% | -3.1% | -14.6% | 10.6 | -8.8 | 0.1 | -7.7%
N=c1oc2ccc([N+](=O)[O-])cc2cc1C(=O)NCc1ccccc1 | 1.4 | 3.1 | 0.0% | 28.2%[2.29 µM] | -16.3% | 5.5 | 4.1 | 1.4 | -9.0%
Cc1nn(-c2ncc(C(F)(F)F)cc2Cl)c(=O)n1-c1ccc(F)cc1 | 0.8 | -0.4 | -1.3% | 14.1%[57.1 µM] | -3.4% | 14.6 | 1.8 | -3.5 | 0.5%[57.1 µM]
COCCn1nnnc1C(c1cccs1)N1CCN(c2nc3ccccc3s2)CC1 (stereo unspecified) | 1.4 | -0.5 | 2.2% | 39.2%[activator] | 0.1% | 1.8 | 8.5 | -7.4 | 17.2%
COc1cc2c(cc1OC)CN(C(=S)Nc1cccc(Cl)c1C)CC2 | 1.1 | 0.2 | 5.6% | -1.7%[57.1 µM] | -12.5% | 3.8 | 0.5 | 2.4 | -3.3%[57.1 µM]
CS(=O)(=O)N(CC(=O)N1CCN(Cc2ccccc2)CC1)c1cccc([N+](=O)[O-])c1 | 0.5 | 0.3 | 5.2% | -17.6% | -14.0% | -8.9 | -6.9 | 1.5 | 4.3%
CN(CC(=O)Nc1ccc(Cl)c(C(F)(F)F)c1)CC(=O)NC1CCCCC1 | -0.4 | 0.2 | -3.7% | -8.2% | -10.3% | 6.7 | -0.5 | -4.0 | -14.6%
Cc1ccc(S(=O)(=O)c2nc(-c3cccs3)oc2SCc2ccc(F)cc2)cc1 | 2.5 | 0.9 | 15.0% | 8.4% | -25.1% | x | -0.6 | -0.5 | -1.2%
Cc1ccc(S(=O)(=O)N2CCC(C(=O)OCC(=O)NCCc3ccccc3)CC2)cc1C | 0.0 | 1.1 | 10.2% | -11.1% | -9.3% | -3.6 | 5.2 | -4.6 | -12.3%
Cc1cc(N2CCOCC2)c2c(N)c(Br)cc(C)c2n1 | -0.2 | -0.6 | 4.4% | 29.2%[57.1 µM] | -2.2% | -4.0 | 6.6 | 2.3 | 8.6%[57.1 µM]
CN1C(=O)/C(=C/c2ccccc2OCc2cccc(F)c2)N(C)C1=S | 1.8 | 1.3 | 7.2% | 3.6% | -17.0% | -11.8 | -1.4 | -0.7 | -1.8%
CCOC(=O)Cc1csc(NC(=O)CSc2nc(C)cc(=O)[nH]2)n1 | 0.0 | -0.3 | 1.6% | 37.1%[activator] | -4.1% | 15.0 | -4.3 | -0.9 | -18.6%
CC1(C)OC2OC3C(CNCCO)OC(c4ccccc4)OC3C2O1 (stereo unspecified) | x | x | 10.7% | 1.7%[11.4 µM] | -15.1% | x | 3.5 | x | 6.2%[57.1 µM]
CC(=O)c1ccc(NC(=O)c2cc3c(=O)oc4ccc(C)cc4c3s2)cc1 | 1.2 | 0.5 | -0.6% | 10.0% | -13.7% | x | -4.2 | -0.9 | -4.3%
OCCC1CN(C/C=C/c2ccco2)CCN1Cc1ccccc1 (stereo unspecified) | 12.7 | 0.4 | 3.6% | 11.8%[57.1 µM] | -13.0% | 19.1 | 3.3 | 8.2 | 10.2%[57.1 µM]
CCC(C)NC(=O)CS(=O)Cc1nc(-c2ccccc2C)oc1C (stereo unspecified) | -0.3 | -0.6 | 0.0% | 7.08µM* | -17.0% | -6.5 | -6.5 | 0.0 | 18.3%[57.1 µM]
O=S(=O)(NCCN1CCOCC1)c1ccc(Cl)c(Cl)c1 | 0.3 | 1.5 | 2.4% | 11.6% | 1.1% | 6.8 | -2.1 | -7.0 | -3.9%
CC(C)(C)C1CCc2c(sc3nc(SCC(=O)O)nc(N)c23)C1 (stereo unspecified) | 0.4 | 0.0 | 0.9% | 22.3%[0.0914 µM] | -4.8% | -2.6 | -6.9 | -1.8 | 9.9%

Ordered by the number under TRHR PAM (highest first): some entries from above
| compound | TRHR agonist | rTrxR1 inhibitor | USP1 inh | D2 antagonist | PI4K2A inh | TRHR PAM | TrxR1 substrate |
| --- | --- | --- | --- | --- | --- | --- | --- |
| OCCC1CN(C/C=C/c2ccco2)CCN1Cc1ccccc1 (stereo unspecified) | 0.4 | 11.8%[57.1 µM] | -13.0% | 19.1 | 3.3 | 8.2 | 10.2%[57.1 µM] |
| CN1C(=O)/C(=C/c2ccccc2OCc2cccc(F)c2)N(C)C1=S | 1.3 | 3.6% | -17.0% | -11.8 | -1.4 | -0.7 | -1.8% |
| CC(=O)c1ccc(NC(=O)c2cc3c(=O)oc4ccc(C)cc4c3s2)cc1 | 0.5 | 10.0% | -13.7% | x | -4.2 | -0.9 | -4.3% |

Screens as filed in PubChem BioAssay.
